sEH act – soluble epoxide hydrolase (human) activation; P34913; purified human sEH enzymatic activity, activator screen; activation, % at 2 µM; 91,000 tested, 0.04% active; in the data active means activation above about 37%; further: values of inactives mirror those of a sister screen read the other way
Target sequence (P34913 whole entry, looked up): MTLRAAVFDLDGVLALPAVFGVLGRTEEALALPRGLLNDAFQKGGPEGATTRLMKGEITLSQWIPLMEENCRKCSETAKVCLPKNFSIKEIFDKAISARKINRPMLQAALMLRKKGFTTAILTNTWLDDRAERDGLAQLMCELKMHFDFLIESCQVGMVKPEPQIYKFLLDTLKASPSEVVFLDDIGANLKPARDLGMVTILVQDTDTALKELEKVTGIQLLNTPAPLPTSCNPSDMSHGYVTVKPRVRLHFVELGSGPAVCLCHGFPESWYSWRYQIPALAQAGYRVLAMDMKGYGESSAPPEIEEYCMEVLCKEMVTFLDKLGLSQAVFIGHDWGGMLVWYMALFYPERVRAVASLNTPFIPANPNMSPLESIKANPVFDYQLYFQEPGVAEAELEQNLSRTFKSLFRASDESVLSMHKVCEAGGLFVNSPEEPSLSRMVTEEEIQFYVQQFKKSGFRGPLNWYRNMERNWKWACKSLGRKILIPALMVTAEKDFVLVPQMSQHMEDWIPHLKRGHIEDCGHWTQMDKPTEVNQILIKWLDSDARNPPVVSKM
S1P2 blocker – blocks the human S1P2 receptor; inhibition, % at 5 µM; cell-based S1P2 antagonist assay, inhibition at 5 uM; 97,000 tested, 0.21% active; O95136; in the data active means inhibition above about 45%;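 further: CRE beta-lactamase reporter cells expressing human S1P2 stimulated with S1P; 0% = agonist at EC80 alone and 100% = agonist plus reference antagonist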
S1P2 ag – activates the human S1P2 receptor; S1P2-expressing cell line, agonist reporter read-out; AID 729; O95136; 97,000 tested, 0.46% active; activation, % at 4.5 µM; in the data active means activation above about 16%;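 further: 0% = vehicle low control and 100% = maximal reference agonist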
sEH inhibitor – inhibitors of human soluble epoxide hydrolase; P34913; recombinant human sEH enzymatic activity assay; inhibition, % at 2 µM; 91,000 tested, 0.34% active; in the data active means inhibition above about 80%; further: values of inactives mirror those of a sister screen read the other way; many of its hits are not listed in these tables
DAT uptake mod – human DAT dopamine uptake with cocaine, either direction; Q01959; LLC-PK1 hDAT cells, [14C]-dopamine uptake with cocaine IC80; actives deviate in either direction; 110,000 tested, 1.3% active; B-score at 10 µM;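 active means Z score or B-score, a plate-position-corrected score, falls beyond the plate's 99.7% confidence bounds, in either direction; inactive means both scores lie inside the 99.7% bounds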;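 further: scored against the spread of the other compound wells on the same plate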
PostGolgi yeast – growth inhibition of a yeast mutant, post-Golgi transport screen. post-Golgi transport phenotypic cell assay. inhibition, % at 10 µM. 98,000 tested, 0.9% active. AID 739;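 further: yeast cells grown in 1536-well plates; yeast grown about 18 h at 30C before absorbance read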
PostGolgi ctrl – yeast control strain growth, post-Golgi counter-screen. 98,000 tested, 5% active. inhibition, % at 10 µM. efflux-deficient yeast background strain, growth absorbance A615, 16 h
CYP2C19 activ – increases human CYP2C19 enzyme activity; P33261; recombinant CYP2C19, luciferin-H EGE luminescence; hits give high values; 0 = fully inhibited enzyme, 1 = untreated enzyme; 96,000 tested, under 10 active; activation factor at 5 µM;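 active means activation factor of at least 2 at 5 µM in the primary screen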;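 further: 0 = wells with 2.5 mM tranylcypromine and 1 = vehicle-only wells; values of inactives mirror those of a sister screen read the other way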
Target sequence (P33261 whole entry, looked up): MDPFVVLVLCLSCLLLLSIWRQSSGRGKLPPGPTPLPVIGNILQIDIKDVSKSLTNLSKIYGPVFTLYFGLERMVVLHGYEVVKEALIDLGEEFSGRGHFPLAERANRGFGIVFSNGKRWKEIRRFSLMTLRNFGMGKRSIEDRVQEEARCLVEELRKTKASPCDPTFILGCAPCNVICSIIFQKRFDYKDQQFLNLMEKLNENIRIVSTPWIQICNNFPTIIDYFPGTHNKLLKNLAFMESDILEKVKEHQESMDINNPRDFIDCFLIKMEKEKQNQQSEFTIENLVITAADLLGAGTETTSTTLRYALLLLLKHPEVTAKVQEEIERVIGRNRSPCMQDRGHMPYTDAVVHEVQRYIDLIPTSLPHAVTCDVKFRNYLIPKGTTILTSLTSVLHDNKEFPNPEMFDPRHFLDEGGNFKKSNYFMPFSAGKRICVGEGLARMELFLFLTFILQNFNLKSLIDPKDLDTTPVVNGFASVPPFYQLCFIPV
CYP2C19 inh – human CYP2C19 inhibition; 96,000 tested, 21% active; inhibition, % at 5 µM; CYP2C19 Supersomes, luciferin-H EGE luminescence, 30 min; AID 778;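 active means CYP2C19 inhibition above a set limit at 5 µM in the primary screen, cut at about 50% in these data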;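 further: plate controls were negative control wells for no effect and 2.5 mM tranylcypromine positive control for full effect; values of inactives mirror those of a sister screen read the other way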
Starred values were filed as active, the others as inactive. Unless noted, no stated cut-off is given here; in the data, active means inhibition above about 30%; inactive means the rest.

What do the screens show for `COc1ccccc1CN1C(=O)CCC1(C)C(=O)NC1CCCCCC1` (centres undefined)?
sEH act: -2; S1P2 blocker: -11; S1P2 ag: 2; sEH inhibitor: 4; DAT uptake mod: -0.46; PostGolgi yeast: -3; PostGolgi ctrl: 21; CYP2C19 activ: 0.5; CYP2C19 inh: 47

How did CCNc1nc(N)c(C(=O)c2ccc(Cl)s2)s1 do in these assays?
sEH act: 4; S1P2 blocker: 20; S1P2 ag: -8; sEH inhibitor: -2; DAT uptake mod: 1.3; PostGolgi yeast: 5; PostGolgi ctrl: 46*; CYP2C19 activ: 0.2; CYP2C19 inh: 83*

Results for CC(=O)Nc1ccc(N2C(=O)CSC2c2c(F)cccc2Cl)cc1 (centres undefined) ?
sEH act: -19; S1P2 blocker: -13; S1P2 ag: -5; sEH inhibitor: 22; DAT uptake mod: 0.74; PostGolgi yeast: -11; PostGolgi ctrl: 24; CYP2C19 activ: 0.8; CYP2C19 inh: 25

What do the screens show for `COc1ccc(-n2c(O)c(C=NC3CC3)c(=O)[nH]c2=O)cc1`?
sEH act: 7; S1P2 blocker: 22; S1P2 ag: -6; sEH inhibitor: -8; DAT uptake mod: -0.55; PostGolgi yeast: 8; PostGolgi ctrl: 29; CYP2C19 activ: 0.8; CYP2C19 inh: 21

What do the screens show for `CCCC(c1nnnn1CC(=O)OCC)N(Cc1cc2c(C)cc(C)cc2[nH]c1=O)C1CCCC1` (centres undefined)?
sEH act: 15; S1P2 blocker: 22; S1P2 ag: -9; sEH inhibitor: -14; DAT uptake mod: -0.45; PostGolgi yeast: 12; PostGolgi ctrl: 0; CYP2C19 activ: 0.7; CYP2C19 inh: 28

How did CCCCOc1ccc(CNn2c(C)nc3ccccc3c2=O)cc1 do in these assays?
sEH act: 0; S1P2 blocker: 8; S1P2 ag: -8; sEH inhibitor: 0; DAT uptake mod: -0.35; PostGolgi yeast: 6; PostGolgi ctrl: 20; CYP2C19 activ: 0.1; CYP2C19 inh: 91*

What do the screens show for `CCc1ccc(OCC(=O)Nc2cc(S(=O)(=O)CC)ccc2O)cc1`?
sEH act: -1; S1P2 blocker: -8; S1P2 ag: -6; sEH inhibitor: 3; PostGolgi yeast: -7; PostGolgi ctrl: 26; CYP2C19 activ: 1; CYP2C19 inh: 3

Results for Cc1c(NC(=O)c2cnn3c2NC(c2ccc(Br)cc2)CC3C(F)(F)F)c(=O)n(-c2ccccc2)n1C (centres undefined) ?
sEH act: 22; S1P2 blocker: 15; S1P2 ag: -1; sEH inhibitor: -22; DAT uptake mod: 1.9

What do the screens show for `Cc1ccc(S(=O)(=O)/N=C(\Sc2ccccc2)c2ccccc2)cc1`?
S1P2 blocker: -6; S1P2 ag: -3; DAT uptake mod: -0.064; PostGolgi yeast: 2; PostGolgi ctrl: 0; CYP2C19 activ: 0.7; CYP2C19 inh: 34

Results for COC(=O)CSc1nnc(-c2ccoc2C)n1-c1ccc(C)cc1 ?
sEH act: 7; S1P2 blocker: 1; S1P2 ag: -8; sEH inhibitor: -6; DAT uptake mod: 0.23; PostGolgi yeast: 3; PostGolgi ctrl: 8; CYP2C19 activ: 0.6; CYP2C19 inh: 40

What do the screens show for `COc1cccc(NC(=O)CCS(=O)(=O)c2cccs2)c1`?
DAT uptake mod: -0.32; PostGolgi yeast: 7; PostGolgi ctrl: 11; CYP2C19 activ: 0.4; CYP2C19 inh: 60*

How did CS(=O)(=O)N(CC(=O)N1CCCCC1)C1CCCCC1 do in these assays?
sEH act: -2; S1P2 blocker: 4; S1P2 ag: -5; sEH inhibitor: 3; DAT uptake mod: -0.042; PostGolgi yeast: -8; PostGolgi ctrl: 0; CYP2C19 activ: 0.7; CYP2C19 inh: 32

Results for CCOC(=O)c1c(-c2cccc([N+](=O)[O-])c2)csc1NC(=O)C1CC1 ?
sEH act: -15; S1P2 blocker: -4; S1P2 ag: -6; sEH inhibitor: 17; DAT uptake mod: 0.6; PostGolgi yeast: 6; PostGolgi ctrl: 6; CYP2C19 activ: 0.7; CYP2C19 inh: 27

How did CCOC(=O)c1c(C)n(C)c2cc(OCCN(CC)CC)ccc12 do in these assays?
S1P2 blocker: 19; S1P2 ag: -8; DAT uptake mod: -0.44; PostGolgi yeast: -3; PostGolgi ctrl: 1; CYP2C19 activ: 0.9; CYP2C19 inh: 14

How did CCOc1ccccc1OCc1nn2c(COc3ccccc3)nnc2s1 do in these assays?
sEH act: -1; S1P2 blocker: 2; S1P2 ag: -2; sEH inhibitor: -1; DAT uptake mod: 0.3; PostGolgi yeast: 1; PostGolgi ctrl: 25; CYP2C19 activ: 0.7; CYP2C19 inh: 31

Results for N[C@@]12CCc3nonc3[C@]1(O)CC(c1ccccc1)=[N+]2[O-] ?
sEH act: 12; S1P2 blocker: 8; S1P2 ag: -1; sEH inhibitor: -12; DAT uptake mod: -0.29; PostGolgi yeast: -13; PostGolgi ctrl: 6; CYP2C19 activ: 1; CYP2C19 inh: -2

How did CCC(=O)N1CCN(c2ccc(NC(=O)c3ccc(-c4ccccc4)cc3)cc2)CC1 do in these assays?
sEH act: 3; S1P2 blocker: -12; S1P2 ag: -2; sEH inhibitor: -3; PostGolgi yeast: -2; PostGolgi ctrl: -4; CYP2C19 activ: 1.1; CYP2C19 inh: -7

Results for CCn1cc(C(=O)NCCCN2CC(C)CC(C)C2)c(=O)c2cc(S(=O)(=O)N(C)C)ccc21 (centres undefined) ?
sEH act: 11; S1P2 blocker: -11; S1P2 ag: -7; sEH inhibitor: -9; DAT uptake mod: 1.1; PostGolgi yeast: 1; PostGolgi ctrl: -6; CYP2C19 activ: 0.8; CYP2C19 inh: 18

What do the screens show for `N#CC1=C2SCN(Cc3ccco3)CN2C(=O)CC1c1cccc2ccccc12` (centres undefined)?
sEH act: -1; S1P2 blocker: -3; S1P2 ag: -7; sEH inhibitor: 2; DAT uptake mod: -0.012; PostGolgi yeast: -4; PostGolgi ctrl: -3; CYP2C19 activ: 1.1; CYP2C19 inh: -8

Results for Cc1[nH]nc2c1C(c1cccc(OC(=O)N3CCOCC3)c1)C(C#N)=C(N)O2 (centres undefined) ?
sEH act: -1; S1P2 blocker: 11; S1P2 ag: -3; sEH inhibitor: -1; DAT uptake mod: -0.21; PostGolgi yeast: 5; PostGolgi ctrl: -5; CYP2C19 activ: 0.9; CYP2C19 inh: 13

Results for Cc1ccc2nc3c(cc(C#N)c(=O)n3CC3CCCO3)c(=O)n2c1 (centres undefined) ?
DAT uptake mod: 0.39; PostGolgi yeast: -2; PostGolgi ctrl: 2; CYP2C19 activ: 1; CYP2C19 inh: 2

Results for COc1cccc(-c2cc(C(=O)Nn3cnnc3)c3ccccc3n2)c1 ?
DAT uptake mod: 0.46; PostGolgi yeast: 0; PostGolgi ctrl: 5; CYP2C19 activ: 0.2; CYP2C19 inh: 77*

What do the screens show for `CCOc1ccccc1CN1C(=O)NC(C)(c2ccccc2)C1=O` (centres undefined)?
sEH act: 3; S1P2 blocker: -8; S1P2 ag: -3; sEH inhibitor: -5; DAT uptake mod: -1.5; PostGolgi yeast: 0; PostGolgi ctrl: 13; CYP2C19 activ: 0.1; CYP2C19 inh: 94*

How did Cc1ccc(N2C=Nc3ccc(C)c4nc(C)cc2c34)cc1 do in these assays?
sEH act: 10; S1P2 blocker: -17; S1P2 ag: 0; sEH inhibitor: -6; DAT uptake mod: 0.54; PostGolgi yeast: 4; PostGolgi ctrl: 0; CYP2C19 activ: 0.3; CYP2C19 inh: 68*

A section from further up, as a working copy:
What do the screens show for `COc1ccccc1CN1C(=O)CCC1(C)C(=O)NC1CCCCCC1` (centres undefined)?
sEH act: -2; S1P2 blocker: -11; S1P2 ag: 2; sEH inhibitor: 4; DAT uptake mod: -0.46; PostGolgi yeast: -3; PostGolgi ctrl: 21; CYP2C19 activ: 0.5; CYP2C19 inh: 47

How did CCNc1nc(N)c(C(=O)c2ccc(Cl)s2)s1 do in these assays?
sEH act: 4; S1P2 blocker: 20; S1P2 ag: -8; sEH inhibitor: -2; DAT uptake mod: 1.3; PostGolgi yeast: 5; PostGolgi ctrl: 46*; CYP2C19 activ: 0.2; CYP2C19 inh: 83*

Results for CC(=O)Nc1ccc(N2C(=O)CSC2c2c(F)cccc2Cl)cc1 (centres undefined) ?
sEH act: -19; S1P2 blocker: -13; S1P2 ag: -5; sEH inhibitor: 22; DAT uptake mod: 0.74; PostGolgi yeast: -11; PostGolgi ctrl: 24; CYP2C19 activ: 0.8; CYP2C19 inh: 25

What do the screens show for `COc1ccc(-n2c(O)c(C=NC3CC3)c(=O)[nH]c2=O)cc1`?
sEH act: 7; S1P2 blocker: 22; S1P2 ag: -6; sEH inhibitor: -8; DAT uptake mod: -0.55; PostGolgi yeast: 8; PostGolgi ctrl: 29; CYP2C19 activ: 0.8; CYP2C19 inh: 21

What do the screens show for `CCCC(c1nnnn1CC(=O)OCC)N(Cc1cc2c(C)cc(C)cc2[nH]c1=O)C1CCCC1` (centres undefined)?
sEH act: 15; S1P2 blocker: 22; S1P2 ag: -9; sEH inhibitor: -14; DAT uptake mod: -0.45; PostGolgi yeast: 12; PostGolgi ctrl: 0; CYP2C19 activ: 0.7; CYP2C19 inh: 28

Other records follow:
What do the screens show for `c1ccc(-c2cnc(-c3ccccc3)nc2)cc1`?
sEH act: 10; S1P2 blocker: 1; S1P2 ag: -8; sEH inhibitor: -12; DAT uptake mod: 0.75; PostGolgi yeast: 18; PostGolgi ctrl: 1; CYP2C19 activ: 0.8; CYP2C19 inh: 25

How did C=CCn1c(SCC(=O)c2ccc(CNC(C)=O)o2)nc2ccccc2c1=O do in these assays?
sEH act: -2; S1P2 blocker: -15; S1P2 ag: 0; sEH inhibitor: 3; DAT uptake mod: 0.1; PostGolgi yeast: -3; PostGolgi ctrl: -1; CYP2C19 activ: 0.8; CYP2C19 inh: 24

What do the screens show for `Cc1cc(O)c(C(C[N+](=O)[O-])c2ccc(Cl)cc2)c(=O)o1` (centres undefined)?
sEH act: 9; S1P2 blocker: 1; S1P2 ag: 0; sEH inhibitor: -6; DAT uptake mod: -1.1; PostGolgi yeast: 0; PostGolgi ctrl: 9; CYP2C19 activ: 0.5; CYP2C19 inh: 47

Results for O=C(CN1C(=O)CCS(=O)(=O)c2ccccc21)Nc1ccc2c(c1)OCCO2 ?
sEH act: 11; S1P2 blocker: 0; S1P2 ag: -6; sEH inhibitor: -8; DAT uptake mod: -1.2; PostGolgi yeast: 4; PostGolgi ctrl: -2

What do the screens show for `Cc1ccc2c(c1)N(CCC(=O)NCCN1CCOCC1)C(=O)CO2`?
sEH act: -9; S1P2 blocker: 11; S1P2 ag: -10; sEH inhibitor: 9; DAT uptake mod: 0.04; PostGolgi yeast: -8; PostGolgi ctrl: -1; CYP2C19 activ: 1.1; CYP2C19 inh: -5

How did COCCn1nnnc1CN1CCC(Cc2ccccc2)CC1 do in these assays?
sEH act: -3; S1P2 blocker: -8; S1P2 ag: -2; sEH inhibitor: 7; DAT uptake mod: 0.078; PostGolgi yeast: 4; PostGolgi ctrl: 6

Results for O=C(CSc1nc2ccccc2o1)N1c2ccccc2Sc2ccc(Cl)cc21 ?
sEH act: 7; S1P2 blocker: 29; S1P2 ag: -6; sEH inhibitor: -6; DAT uptake mod: -0.0033; PostGolgi yeast: -3; PostGolgi ctrl: 17; CYP2C19 activ: 0.6; CYP2C19 inh: 36

Results for Cc1ccc(NC(=O)NCCN2C(=O)C3C4C=CC(C4)C3C2=O)cc1 (centres undefined) ?
S1P2 blocker: -7; S1P2 ag: 2; DAT uptake mod: 0.057; PostGolgi yeast: 1; PostGolgi ctrl: 4; CYP2C19 activ: 0.1; CYP2C19 inh: 91*

How did CC(C)C(=O)N1CCN(CCN=CC2=C(O)CC(c3ccco3)CC2=O)CC1 (centres undefined) do in these assays?
sEH act: -5; S1P2 blocker: 5; S1P2 ag: -5; sEH inhibitor: 4; DAT uptake mod: 0.34; PostGolgi yeast: 11; PostGolgi ctrl: 16; CYP2C19 activ: 1; CYP2C19 inh: 3

How did Fc1cnc(N2CCOCC2)nc1NCc1ccccc1 do in these assays?
sEH act: -10; S1P2 blocker: -3; S1P2 ag: -8; sEH inhibitor: 15; DAT uptake mod: 0.19; PostGolgi yeast: 4; PostGolgi ctrl: 13; CYP2C19 activ: 0.5; CYP2C19 inh: 46
